# Source: PubChem (several laboratories)
# Lipid droplet: inhibitors of hepatocyte lipid droplet formation, primary screen, imaging, high-throughput imaging, BODIPY stain; AML12 mouse hepatocytes, oleate lipid droplets; inhibition, % at 6.5 µM; 240,000 compounds, 0.4% hits; AID 1656, 2009;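 active = lipid droplet intensity inhibited by at least 50%, with more than 500 cells counted; inconclusive = wells with under 300 cells, treated as cytotoxic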
#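 Assay system: AML12 mouse liver cells | Compound: 6.5 µM single-point dosing | Schedule: Overnight exposure | Technique: Fluorescence imaging, 20x objective, two fields per well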
# AID2073: inhibitors of Mint1-CaV2.2 protein interaction, biochemical, HTRF (AID 2073); Voltage-dependent N-type calcium channel subunit alpha-1B (Homo sapiens); HTRF protein-protein interaction, Mint1-CaV2.2; higher % means a stronger effect; one-dose inhibition, % at 20 µM; IC50 in µM for titrated hits; 290,000 compounds, 0.19% hits; in the data active = inhibition mostly above about 51%, no sharp cut-off; inconclusive = no clear call, values can overlap the other calls; inactive = mostly below about 53%; note: some results filed as inactive read as strong as hits
# Myeloid diff 2: induction of myeloid progenitor differentiation, primary screen, cell-based, flow cytometry, MLPCN library | ER-HoxA9 myeloid progenitors, lysozyme-GFP differentiation | calls only at 10 µM | 360,000 compounds, 1% hits | AID 624256, 2012;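 active = normalized GFP-positive differentiation at or above the plate's own cutoff, the solvent-only control mean plus 3 SD; inconclusive = no clear call, values can overlap the other calls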;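 note: cells exposed to compound for four days before flow analysis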
# Siah-1 displacement: Siah-1 peptide-binding antagonists, primary screen, biochemical, fluorescence polarization, rhodamine-plectin, uHTS (AID 1817). displacement, % at 20 µM; hits with a dose series show IC50 in µM. 290,000 compounds, 0.02% hits. Siah-1 / rhodamine-plectin peptide fluorescence polarization; higher % means a stronger effect;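 active = displacement of at least 50% at 20 µM, with a fluorescence ratio check between 0.3 and a set limit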;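 note: plate controls were Siah plus tracer with DMSO for no effect and tracer alone without Siah for full effect; strong numbers were not always called active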
# XIAP antagonists: XIAP antagonists, biochemical, IAP family, fluorescence polarization (AID 1018); E3 ubiquitin-protein ligase XIAP (Homo sapiens); XIAP BIR domain, fluorescence polarization peptide displacement; higher % means a stronger effect; displacement, % at 20 µM; hits with a dose series show IC50 in µM; 200,000 compounds, 0.007% hits; in the data active = displacement above about 50%; note: a part of the inactive calls stands beside numbers as strong as those of hits
# Dengue-2 NS5 capping: Dengue-2 NS5 methyltransferase inhibitors, primary screen, biochemical, confirmation dose response (AID 588689) | Dengue-2 NS5 methyltransferase capping enzyme assay, biochemical; higher % means a stronger effect | inhibition, % at 25 µM, or IC50 in µM where a hit was titrated | 340,000 compounds, 0.3% hits; in the data active = a potency from the dose series; inconclusive = inhibition above about 29% without an active follow-up result
# LYP phosphatase: inhibitors of LYP phosphatase, biochemical, fluorescence intensity, uHTS (AID 1779) | Tyrosine-protein phosphatase non-receptor type 22 (Homo sapiens) | recombinant LYP phosphatase, fluorescence intensity; higher % means a stronger effect | inhibition, % at 11.5 µM; hits with a dose series show IC50 in µM | 290,000 compounds, 0.054% hits;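 note: plate controls were vehicle with enzyme for no effect and no enzyme for full effect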
# NOD2 inhibition: NOD2 signaling inhibitors, cell-based, luminescence, uHTS, HEK293 (AID 1566). one-dose inhibition, % at 4 µM; EC50 in µM for titrated hits. HEK293 NOD2/NF-kB luciferase reporter, luminescence; higher % means a stronger effect. 290,000 compounds, 0.63% hits; note: many of its hits are not listed in these tables
# HIV fusion peptide: inhibitors of HIV fusion peptide binding, primary screen, biochemical, uHTS, fluorescence dequenching (AID 1986); cell-free peptide binding, fluorescence dequenching, 30 min; higher % means a stronger effect; one-dose inhibition, % at 20 µM; IC50 in µM for titrated hits; 290,000 compounds, 0.3% hits; in the data active = inhibition mostly above about 52%, no sharp cut-off; inactive = mostly below about 76%; note: some results filed as inactive read as strong as hits
# Lipid droplet cells 6.5 µM: also measured in Lipid droplet; calls as there; cell count; measured here: cell count, cytotoxicity flag;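 cells counted across two imaged fields per well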
# Dengue-2 NS5 capping pilot replicate: also measured in Dengue-2 NS5 capping; calls as there; inhibition, %; measured here: pilot screen replicate inhibition
# Myeloid diff 2 GFP+ MAC1+ %: second read-out of Myeloid diff 2, no call of its own (marks repeat the call); GFP+ MAC1+ double positive, %; measured here: differentiation confirmed by MAC1 staining
# * hit, by the source's call; i = inactive; ? = inconclusive; · = no result given. Cut-off read from the data, not from the text of the source, unless noted: active = inhibition above about 50%; inactive = the rest.
SMILES,Lipid droplet,Lipid droplet cells 6.5 µM,AID2073,Myeloid diff 2,Myeloid diff 2 GFP+ MAC1+ %,Siah-1 displacement,XIAP antagonists,Dengue-2 NS5 capping,LYP phosphatase,NOD2 inhibition,HIV fusion peptide,others
CS(=O)(=O)Nc1nnc(CCc2ccccc2)s1,-3,776,1%,i,0.9,4%,·,0%,-7%,1%,-0.3%,
Cc1ccc(N2C(=O)N3[C@H](c4ccc(Cl)cc4)[C@@H]4C(=O)N(C5CCCCC5)C(=O)[C@@H]4[C@]3(Cc3ccccc3)C2=O)cc1,-8,769,5%,i,1.4,-4%,·,-2%,-10%,-2%,-1.0%,
CC(=O)N1CCc2cc(S(=O)(=O)CCC(=O)O)ccc21,·,·,7%,i,0.9,-2%,-2.1%,-2%,-4%,4%,-1.9%,
CCSC1=NSC2=NC(=O)/C(=C\c3coc4ccccc4c3=O)C(=N)N12,-1,616,13%,i,0.2,4%,3.6%,-3%,-1%,-9%,90%*,
C/C(CC(=O)Nc1ccc(F)cc1F)=N\NC(=O)C(=O)N1CCCCC1,-2,797,2%,·,·,0%,·,·,-9%,-8%,0.0%,
CC(C)Nc1ncnc2c1cnn2Cc1ccc(Cl)cc1,29,810,13%,i,0.3,4%,·,-3%,-7%,21%,-1.7%,
Cn1ccnc1SCC(=O)Nc1cccc(O)c1,-2,796,-1%,i,0.9,0%,-3.8%,-1%,-3%,-3%,-1.1%,
COC(=O)CCCC1=CC2=CC(=O)C(C)(OC(=O)c3cccs3)C(=O)C2=CN1CCc1ccccn1 (centres undefined),-3,690,-4%,i,1.5,3%,·,10%,-7%,0%,5.8%,
CCN1C(=O)/C(=C\c2cccn2-c2ccc([N+](=O)[O-])cc2)N(CC)C1=S,-2,579,-3%,i,0.8,11%,-3.6%,-1%,-5%,8%,1.1%,
O=C(NS(=O)(=O)c1ccccc1)c1ccccc1F,-5,653,0%,i,0.8,9%,-0.8%,-5%,-2%,0%,-0.6%,
Cc1ccc(-c2csc(NC(=O)CSc3nc(C)cc(=O)[nH]3)n2)cc1,-35,719,-10%,·,·,-1%,-4.8%,·,-1%,25%,-4.2%,
COc1cccc(NC(=O)N2C3CCCC2CC(NC(C)=O)C3)c1 (centres undefined),-1,786,-2%,i,0.6,0%,·,0%,-4%,20%,0.7%,Dengue-2 NS5 capping pilot replicate=0.6
COC(=O)CSc1nnc(-c2c[nH]c3ccccc23)o1,-8,789,12%,i,0.6,4%,·,-11%,-6%,6%,-1.4%,
O=C(CSc1nnc(-c2ccoc2)o1)N1CCOCC1,·,·,10%,i,0.2,-2%,-3.3%,-7%,-6%,-3%,2.0%,
[N-]=[N+]=CC(=O)CC(c1ccccc1)N1C(=O)c2ccccc2C1=O (centres undefined),3,747,-5%,i,0.4,1%,-2.4%,-2%,0%,6%,-1.4%,

# Overlap with the part before: four compounds, followed by the next part.
SMILES,Lipid droplet,Lipid droplet cells 6.5 µM,AID2073,Myeloid diff 2,Myeloid diff 2 GFP+ MAC1+ %,Siah-1 displacement,XIAP antagonists,Dengue-2 NS5 capping,LYP phosphatase,NOD2 inhibition,HIV fusion peptide,others
COc1cccc(NC(=O)N2C3CCCC2CC(NC(C)=O)C3)c1 (centres undefined),-1,786,-2%,i,0.6,0%,·,0%,-4%,20%,0.7%,Dengue-2 NS5 capping pilot replicate=0.6
COC(=O)CSc1nnc(-c2c[nH]c3ccccc23)o1,-8,789,12%,i,0.6,4%,·,-11%,-6%,6%,-1.4%,
O=C(CSc1nnc(-c2ccoc2)o1)N1CCOCC1,·,·,10%,i,0.2,-2%,-3.3%,-7%,-6%,-3%,2.0%,
[N-]=[N+]=CC(=O)CC(c1ccccc1)N1C(=O)c2ccccc2C1=O (centres undefined),3,747,-5%,i,0.4,1%,-2.4%,-2%,0%,6%,-1.4%,
Cc1ccc(N2CC(C(=O)NCCN3CCOCC3)CC2=O)cc1 (centres undefined),1,771,4%,·,·,5%,·,-1%,0%,-2%,-1.1%,
COc1cccc(NC(=O)N2CCc3ccccc3C2)c1,1,873,31%,i,2.3,-5%,·,-6%,-4%,-48%,-1.8%,
Cc1cccc(-c2nc(C)cc(=O)[nH]2)c1,-12,632,2%,i,0.6,7%,·,3%,-8%,18%,-0.8%,
CC(=O)c1ccc(OCc2cc(C(=O)N(C)C(C)c3nccs3)no2)cc1 (centres undefined),4,674,5%,i,1.9,8%,·,-7%,-4%,-3%,-0.9%,
O=C(CN1CCc2[nH]c3ccccc3c2C1)N1CCCCC1,2,745,-3%,i,0.7,-4%,-1.1%,-4%,-6%,13%,-0.6%,
COc1cccc(NC(=O)CCC(=O)NCc2ccco2)c1,6,788,0%,i,0.7,-6%,-4.1%,2%,-12%,0%,1.3%,
CNC(=O)c1ccccc1NC(=O)C1CC(=O)N(C(C)C)C1 (centres undefined),5,787,6%,i,0.4,2%,·,5%,-5%,9%,0.6%,Dengue-2 NS5 capping pilot replicate=2.4
O=C(c1ccc(S(=O)(=O)N2CCCC2)cc1)N(Cc1ccco1)C1CCS(=O)(=O)C1 (centres undefined),12,697,7%,i,0.6,12%,·,3%,-8%,-7%,0.5%,
Cc1cc(NC(=O)c2ccc(N(C)S(=O)(=O)c3ccccc3)cc2)no1,-2,700,-1%,i,12,-2%,-3.9%,-3%,-5%,-4%,-0.5%,
CC(O)CNc1ccc(-c2nn(C)c(=O)c3ccccc23)cc1[N+](=O)[O-] (centres undefined),-17,632,5%,i,0.6,0%,-9.4%,-5%,-5%,3%,0.6%,
CCCc1nc2sc3c(SCC(=O)NCc4ccco4)ncnc3c2c2c1CCC2,·,·,62%,i,5.3,17%,-2.3%,-6%,5%,12%,0.5%,
Cn1c(SCC(=O)Nc2cccc(Br)c2)nnc1-c1cc2ccccc2o1,1,777,18%,i,0.8,-2%,-7.6%,-1%,-2%,-9%,-1.3%,Dengue-2 NS5 capping pilot replicate=1.2
CCOC(=O)N1CCC(NC(=O)CCC(=O)N2CC(C)Oc3ccccc32)CC1 (centres undefined),·,·,-2%,·,·,1%,-1.1%,-5%,-2%,-6%,-0.2%,
COCCN(CCOC)S(=O)(=O)c1ccc(C(=O)NCCCN2CCOCC2)cc1,·,·,-1%,i,0.6,-3%,-23%,-2%,-9%,7%,0.3%,
CCOc1cc(/C=N/NC(=O)c2ccncc2)ccc1OS(C)(=O)=O,10,758,-18%,i,0.3,1%,-15%,-11%,-4%,2%,1.5%,
CC(C)=CCCC1(C)C=Cc2c(c(C)cc3c2[nH]c2cc(O)ccc23)O1 (centres undefined),2,748,15%,i,2.0,1%,·,-3%,6%,0%,-1.6%,
CC(CN1C(C)CCCC1C)OC(=O)c1ccccc1F (centres undefined),-3,834,6%,i,0.7,-3%,·,4%,-11%,3%,1.0%,
O=C(N/N=C/c1ccco1)C1CC1,18,722,7%,i,0.2,3%,-7.7%,-4%,-6%,-11%,4.3%,
O=c1[nH]c(-c2ccc3c(c2)OCO3)nc2c1sc(=S)n2-c1ccccc1,-7,669,5.1µM*,i,0.0,2%,-5.1%,-13%,-3%,16%,12%,
O=C(COc1ncnc2cc(Cl)ccc12)c1ccc2c(c1)OCCO2,-2,690,-7%,i,0.5,0%,·,2%,-7%,-79%,-0.4%,
Cc1cc2c(c(=O)o1)C1(C(=O)N(CC(=O)O)c3ccccc31)C(C#N)=C(N)O2 (centres undefined),·,·,11%,i,0.9,-1%,0.2%,-43%,-3%,2%,24%,
COc1ccc(N/C=C\C(=O)c2ccc(Br)cc2)cc1OC,-14,655,12%,i,0.3,-4%,-7.8%,11%,1%,-39%,30%,
NC(=O)c1ccccc1NS(=O)(=O)c1ccc(F)cc1,9,685,-5%,i,0.6,-1%,-5.5%,3%,-8%,2%,0.2%,
COC(=O)[C@@H]1C[C@@]2(O)[C@H](O)[C@H](O)[C@H](O)C[C@H]2N1Cc1cc(F)ccc1F,50*,661*,5%,i,0.6,4%,·,-11%,-7%,4%,-0.1%,
Cc1cc(C)c2c(N)c(C(=O)Nc3ccccc3F)sc2n1,-17,779,30%,i,0.3,7%,·,-4%,-5%,-45%,1.0%,
CCOC(=O)Cc1csc(NC(=O)c2ccc(OC)c(OC)c2)n1,·,·,0%,i,1.0,-1%,3.5%,-5%,-1%,2%,1.4%,
Cc1ccccc1N(C(=O)Cc1cccs1)C(C(=O)NC1CCCCC1)c1cn(C)nc1C (centres undefined),-1,467,11%,i,0.4,3%,-5.3%,-6%,-1%,-4%,0.3%,
CCC(C)(C)NC(=O)/C=C/c1ccc(OC)c(S(=O)(=O)N2CCOCC2)c1,3,611,-3%,i,0.4,-4%,-5.6%,-3%,-5%,6%,-0.2%,
CC(C)OCCCNC(=O)c1ccc2c(c1)NC(=O)c1ccccc1S2,0,818,10%,i,0.5,2%,·,3%,-4%,7%,1.3%,
Fc1ccc(-n2[nH]nnc2=S)cc1N1CCCC1,·,·,8%,i,8.2,0%,-3.4%,-8%,-11%,-9%,-3.5%,
Cc1ccc(-c2nnc(Nc3ccc4c(c3)nc(C)n4C)c3ccccc23)cc1,·,·,-2%,i,0.9,4%,-0.1%,-3%,2%,10%,-4.7%,
Cc1ccc(S(=O)(=O)N/N=C/c2ccc3nccnc3c2)cc1,-8,733,-37%,i,1.0,1%,·,-6%,-4%,10%,-0.1%,
O=C(Cn1cnc2c(cnn2-c2ccccc2)c1=O)N1CCN(c2ccc(F)cc2)CC1,3,750,0%,i,4.1,1%,-3.0%,-10%,-3%,14%,0.4%,
CC(NC(=O)CN(C1CCCCC1)S(C)(=O)=O)c1ccccc1 (centres undefined),-27,709,1%,i,0.8,4%,-3.1%,-2%,-8%,5%,0.1%,
COc1cc(C(=O)O[C@H]2C/C(C)=C/CC[C@@]3(C)O[C@@H]3[C@H](O)[C@@H]2C(C)C)cc(OC)c1OC,·,·,6%,i,1.2,0%,·,-8%,-5%,-10%,0.1%,
Cc1ccc(NC(=O)CCn2cnc3cc(C)c(C)cc32)cc1,1,783,8%,i,11,3%,-5.0%,-5%,-5%,22%,0.8%,
CC1CCN(C(=O)c2ccc3c(c2)NC(=O)CN3)CC1,-3,712,-1%,·,·,6%,·,·,-5%,7%,2.2%,
Cc1ccc(OCCCCn2cnc3ccccc32)c(C)c1,·,·,13%,i,2.4,7%,-3.4%,-4%,-4%,21%,3.2%,
Cc1ccc(NC2CCCN(C(=O)CSc3ccccn3)C2)cc1C (centres undefined),10,651,-34%,i,3.5,6%,·,3%,-3%,24%,0.1%,
CC1(C)Cc2c(c(N3CCOCC3)nc3snc(N)c23)CO1,13,623,3%,?,·,-2%,-7.8%,2%,-3%,0%,0.4%,

# This is a subset, so the mix of outcomes need not match the whole.
